# Screening results from PubChem.
# FBW7 act: human FBW7 E3 ligase activation, primary screen. Q969H0. AlphaScreen FBW7–phospho-cyclin E peptide binding, activator screen. normalized activity (activation), % at 26.1 µM. 0.13% of 650,000 active. AID 1259310; in the data active means normalized activity above about 1.9%;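 further: purified mutant Fbw7 with reduced substrate affinity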
# TEAD-YAP inh: TEAD-YAP interaction inhibition | HEK-TIYL cells, TEAD-Gal4/YAP UAS-luciferase luminescence | inhibition, % at 9.12 µM | 1.4% of 640,000 active; in the data active means inhibition above about 32%;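 further: 0% = median of test compound wells and 100% = reference inhibitor wells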
# GPR151 ag: activates the human receptor GPR151 | Q8TDV0 | PathHunter beta-arrestin GPR151 cells, luminescence | activation, % at 11.2 µM | 1% of 650,000 active | AID 1508602; in the data active means activation above about 4.9%;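 further: 0% = median of compound wells and 100% = cells with positive control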
# Target sequence (Q8TDV0 whole entry, looked up): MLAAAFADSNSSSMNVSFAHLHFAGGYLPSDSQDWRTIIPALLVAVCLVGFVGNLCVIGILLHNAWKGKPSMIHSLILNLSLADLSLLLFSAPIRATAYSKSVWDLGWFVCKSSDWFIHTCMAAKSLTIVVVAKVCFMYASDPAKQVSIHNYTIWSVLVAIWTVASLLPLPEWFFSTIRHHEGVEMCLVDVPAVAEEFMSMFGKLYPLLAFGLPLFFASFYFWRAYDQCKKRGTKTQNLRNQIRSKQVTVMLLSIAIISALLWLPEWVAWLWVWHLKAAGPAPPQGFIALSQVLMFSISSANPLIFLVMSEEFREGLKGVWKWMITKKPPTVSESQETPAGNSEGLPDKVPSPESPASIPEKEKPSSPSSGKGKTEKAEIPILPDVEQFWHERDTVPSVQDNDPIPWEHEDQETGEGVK
# MITF primary: human MITF inhibition, primary screen; AlphaScreen MITF homodimerization, bead proximity signal; 0.91% of 650,000 active; O75030; AID 1259374; inhibition, % at 2.6 µM; in the data active means inhibition above about 50%;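 further: 0% = vehicle wells with protein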
# Target sequence (O75030 whole entry, looked up): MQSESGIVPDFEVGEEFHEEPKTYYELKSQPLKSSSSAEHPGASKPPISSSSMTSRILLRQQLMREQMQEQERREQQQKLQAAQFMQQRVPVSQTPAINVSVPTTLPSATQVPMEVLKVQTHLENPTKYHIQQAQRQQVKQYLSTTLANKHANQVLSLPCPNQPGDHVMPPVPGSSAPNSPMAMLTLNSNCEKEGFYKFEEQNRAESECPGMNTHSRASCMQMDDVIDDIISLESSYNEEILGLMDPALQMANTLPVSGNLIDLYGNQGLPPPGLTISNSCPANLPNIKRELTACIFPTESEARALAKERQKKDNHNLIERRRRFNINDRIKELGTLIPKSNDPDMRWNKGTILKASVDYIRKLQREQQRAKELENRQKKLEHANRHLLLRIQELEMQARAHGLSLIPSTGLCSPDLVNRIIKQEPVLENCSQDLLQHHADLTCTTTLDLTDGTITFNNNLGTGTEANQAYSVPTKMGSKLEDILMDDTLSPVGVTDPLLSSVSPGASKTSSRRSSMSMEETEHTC
# * marks the source's active call; other numbers are inactive results; & = joins results of further samples.
Compound,FBW7 act,TEAD-YAP inh,GPR151 ag,MITF primary
CCOc1ccc(NC2CC(=O)N(c3ccc(N4CCOCC4)cc3)C2=O)cc1 (stereo unspecified),-0.1,8,-0.4,-2
COc1ccc(OC)c(C2CC(c3cccs3)Nc3ncnn32)c1 (stereo unspecified),-0.2,0,-0.4,-2
O=C1COc2ccc(C(=O)COC(=O)c3ccccc3Br)cc2N1,-0.2,5,-1.5,0
CCOC(=O)CN1C(=O)C(Cl)(Cl)c2ccccc21,-0.3,13,0.1,-10
Cc1ccc(S(=O)(=O)N2CCN(C(=O)c3ccccc3)C2C)cc1 (stereo unspecified),0.1,6,-0.2,-1
CCCCN(CCCC)S(=O)(=O)c1ccc2c(c1)N(CC(=O)O)C(=O)CS2,0.4,10,1.2,14
CCN(CC)CC(O)COc1cc(Cl)ccc1Cl (stereo unspecified),-0.1,7,-1.0,33
Cc1ccccc1C1(CC(=O)N2CCSCC2)CC(=O)N(CCN(C)C)C1=O (stereo unspecified),-0.1,-7,0.2,0
O=C(Nc1ccccc1Cl)C1CCCN1S(=O)(=O)c1cccc2nsnc12 (stereo unspecified),0.3,-12,0.7,20
CCCN(CCC)S(=O)(=O)c1ccc(C(=O)Nc2sc3c(c2C(N)=O)CCN(CC)C3)cc1,0.0,0,1.0,71*
COc1ccc(C(=O)Nc2sc3c(c2C#N)CCCC3)cc1S(=O)(=O)N1CCOCC1,0.1,5,0.0,0
Cc1oc(-c2ccc(Cl)cc2)nc1CN1CCCC(C(=O)N2CCOCC2)C1 (stereo unspecified),-0.1,8,-0.8,-8
S=c1nc(-c2ccncc2)[nH][nH]1,-0.1,3,1.3,-8
O=C(NC(=S)Nc1cc(-c2nc3ncccc3o2)ccc1Cl)c1cccs1,0.0,-8,-0.6,-3
Cc1ccc(N2C(=O)CSC2c2ccc(F)cc2)cc1 (stereo unspecified),0.0,6,-0.9,15
COC(=O)C1(C)NC(c2cccc(C)c2)C2C(=O)N(c3ccccc3)C(=O)C21 (stereo unspecified),0.2,5,-1.4,22
CC(C(=O)Nc1ccc([N+](=O)[O-])cc1Cl)N1CCC(C(N)=O)CC1 (stereo unspecified),-0.2,8,1.7,-11
CCOC(=O)C1=C(C)NC(=O)NC1c1ccc(Br)s1 (stereo unspecified),0.6,-7,-1.8,1
O=C(NC(=S)Nc1cccc(NC(=O)c2ccc(Cl)cc2Cl)c1)c1ccco1,0.0,4,-0.5,3
Cc1nc2ccccc2n1S(=O)(=O)N1CCOCC1,0.1,-5,1.0,0

# Other results
Compound,FBW7 act,TEAD-YAP inh,GPR151 ag,MITF primary
CCOC(=O)c1ccc(N2NC(=O)/C(=C/c3ccc(C=O)cc3)C2=O)cc1,0.2,9,0.9,10
COc1ccc(-n2c(SC)nc3c(sc(=S)n3-c3ccccc3)c2=O)cc1OC,0.0,-3,-0.8,14
O=Cc1ccc(C(=O)OCC(=O)Nc2ccc(F)cc2F)cc1,0.0,-9,-0.8,11
C/C(=N\Nc1ccc([N+](=O)[O-])cc1S(=O)(=O)Nc1ccc(Cl)cc1)c1ccccn1,0.1,1,0.2,2
Cc1cc(C)nc(Nc2nc3ccccc3[nH]2)n1,-0.1,-60,-0.8,8
C=CCn1c(COc2cccc3cccnc23)nnc1SCC(=O)O,0.1,1,-0.3,11
O=C(C1CC12CCN(Cc1ccc3nsnc3c1)CC2)N1CCc2ccccc2C1 (stereo unspecified),0.0,-4,3.4,3
C=CCn1c(=O)c2ccccc2n2c(SCc3ccccc3C#N)nnc12,0.4,4,-1.8,15
O=S(=O)(NCCOc1ccc(Cl)cc1Cl)c1ccc(F)cc1,0.0,-5,0.4,1
C/C(CC(=O)NC12CC3CC(CC(C3)C1)C2)=N\NC(=O)c1cccc(F)c1,-0.1,-15,-1.9,-9
CC1(C(=O)NN)Oc2ccccc2NC1=O (stereo unspecified),-0.1,-12,-1.2,-4
COc1cc(Nc2cc(N3CCC4(CC3)OCCO4)c3noc4c3c2C(=O)c2ccccc2-4)cc(OC)c1OC,-0.2,13,-1.1,36
Cc1c(Cl)cccc1-n1ncnc1-c1ccc2c(c1)OCO2,-0.2,8,2.3,2
CCSCC(=O)Nc1cccc(C)c1,-0.1,-20,-0.3,-3
S=c1[nH]nc2sc3ccccc3n12,0.0,3,-0.9,14
CCOC(=O)C1=NNC2C(=O)N(c3ccccc3F)C(=O)C12 (stereo unspecified),-0.1,-6,0.6,-7
O=C(CCc1nnc(-c2ccc(-c3ccccc3)cc2)o1)N1CCCCC1,0.2,-41,-1.1,-2
CCN(CC)CCCNc1ncnc2sccc12,-0.1,4,2.1,9
CCC(=O)N1C(C(=O)NCc2ccc(OC)cc2)CSC1c1ccc(OC)cc1 (stereo unspecified),-0.2,-6,0.3,1
COc1ncccc1C(=O)Nc1ccc2cn[nH]c2c1,0.0,-69,-2.0,16

# (next part)
Compound,FBW7 act,TEAD-YAP inh,GPR151 ag,MITF primary
O=C(NCc1ccco1)c1ccc2c(c1)N(Cc1ccccc1F)C(=O)CS2,0.0,11,0.4,-5
O=C(CCC1(Cc2ccc3ccccc3c2)CCC(=O)N1)NCc1cc(F)cc(F)c1 (stereo unspecified),0.1,-1,-0.4,2
O=C(CSc1nc2ccccc2c(=O)n1CCCC(=O)N1CCCC1)NC1CCCCC1,0.2,3,0.7,8
Cc1ccc(OCC(=O)N2CCN(c3ccc([N+](=O)[O-])cc3)CC2)c(Br)c1,0.0,14,0.0,19
CN(C)CCNC(=O)c1cc2cc(Br)ccc2oc1=O,-0.2,-1,0.6,-18
CCOc1c(Cl)cc(C2C3=C(CCCC3=O)N(C)C3=C2C(=O)CCC3)cc1OC,-0.3,-4,-0.6,-6
CC(C)OC(=O)CN1CCN(c2ccccc2F)CC1,0.1,-10,1.6,13
Cc1nc2ccccn2c1C(=O)N1CCCCC1,-0.1,-1,-0.5,30
Cc1ccccc1N=c1oc2ccccc2cc1C(N)=O,0.6,-30,-0.6,13
COc1ccccc1Nc1nc(NCCO)c2ccccc2n1,-0.1,0,-0.4,-5
O=C(CSc1c[nH]c2ccccc12)N1N=C(c2cccs2)CC1c1ccc(F)cc1 (stereo unspecified),0.4,15,1.0,3
CCOC(=O)CCN(Cc1c(Cl)cccc1Cl)S(=O)(=O)c1cc(C)ccc1C,0.2,-2,-0.4,9
O=C(O)CC1S/C(=N/N=C/c2cccc(OC(=O)c3ccc(Cl)cc3)c2)NC1=O (stereo unspecified),0.0,10,1.5,9
CCOC(=O)C1=CN(C(C)C)C=C(C(=O)OCC)C1c1cc(OC)ccc1OC,0.3,5,0.1,-4
CC(SCc1ccccc1)C(=O)NCCc1ccccc1 (stereo unspecified),0.1,0,-0.1,13
CCn1c2ccccc2c2cc(CN3CCN(C(=O)c4ccc(OC)cc4)CC3)ccc21,-0.3,7,1.2,48
O=C(Nc1nc(C(=O)N2CCN(c3ccccn3)CC2)co1)c1ccccc1,0.3,-1,-1.8,9
C=CCSc1nnc2c(n1)OC(c1cc(OC)c(O)c(OC)c1)Nc1ccccc1-2 (stereo unspecified),-0.1,-27,-0.7,10
Cc1csc(NC(=O)C(Cc2ccccc2)N2C(=O)c3ccccc3C2=O)n1 (stereo unspecified),-0.1,-4,2.0,-6
CCN1CCN(Cc2c(O)ccc3c(C)c(-c4ccc(OC)cc4)c(=O)oc23)CC1,0.0,-1,1.2,6

# 4 of these compounds in a different format:
CCOC(=O)C1=CN(C(C)C)C=C(C(=O)OCC)C1c1cc(OC)ccc1OC
  FBW7 act: 0.3	TEAD-YAP inh: 5	GPR151 ag: 0.1	MITF primary: -4

CC(SCc1ccccc1)C(=O)NCCc1ccccc1 (stereo unspecified)
  FBW7 act: 0.1	TEAD-YAP inh: 0	GPR151 ag: -0.1	MITF primary: 13

CCn1c2ccccc2c2cc(CN3CCN(C(=O)c4ccc(OC)cc4)CC3)ccc21
  FBW7 act: -0.3	TEAD-YAP inh: 7	GPR151 ag: 1.2	MITF primary: 48

O=C(Nc1nc(C(=O)N2CCN(c3ccccn3)CC2)co1)c1ccccc1
  FBW7 act: 0.3	TEAD-YAP inh: -1	GPR151 ag: -1.8	MITF primary: 9

# More compounds.
Compound,FBW7 act,TEAD-YAP inh,GPR151 ag,MITF primary
CC1CCCN(c2ncnc3ccc([N+](=O)[O-])cc23)C1 (stereo unspecified),-0.2,35*,0.9,1
O=C(N[C@H]1C[C@H]2C(=O)N[C@@H](CO)C(=O)N2C1)c1ccc2ccccc2c1,-0.1,10,0.3,10
c1ccc(N2CCSC2c2cccs2)cc1 (stereo unspecified),0.6,10,1.4,2
CC1(C)CC(=O)C2=C(C1)NC(SCC(=O)O)=C(C#N)C2c1ccccc1[N+](=O)[O-] (stereo unspecified),0.1,0,0.3,-15
COc1ccc(/C=C(\NC(=O)c2ccc(Br)cc2)C(=O)NCc2ccco2)cc1,-0.1,9,0.2,-1
COc1ccc(-c2nc(C(=O)Nc3ccc(Oc4ccccc4)cc3)cs2)cn1,0.0,-27,-1.1,4
COCCNC(=O)C(=O)Nc1ccc(Cl)cc1,0.0,-15,-1.0,1
COc1ccc(OCC(O)CNCCCN(C)C)c(C(C)(C)C)c1 (stereo unspecified),-0.2,1,0.8,68*
CCN(CC)C(=O)C(=O)Nc1ccccc1Br,-0.3,-10,2.7,-2
CCOc1cc(-c2nc3cnccn3c2NC2CCCC2)ccc1O,0.3,-14,1.4,4
COc1ccc(CNc2nccn3c(-c4cccc5ccccc45)cnc23)cc1,2.2*,-8,0.6,4
O=[N+]([O-])c1cc(NC2CC(O)C(O)CO2)cc(Sc2ccccc2)c1 (stereo unspecified),-0.1,-28,0.9,-4
CC1(C)C2CCC1(CS(=O)(=O)Nc1ccc(S(=O)(=O)N3CCCC3)cc1)C(=O)C2 (stereo unspecified),0.1,4,-2.1,14
Cc1ccc2c(c1)CCCN2C(=O)c1ccoc1C,0.1,4,-0.8,13
O=C(Nc1c2c(nn1-c1ccc(F)cc1)CS(=O)(=O)C2)c1ccco1,0.0,8,-2.0,14
CCCCCn1c(SCc2ccccn2)nc2cc(C(=O)NCc3cccc(Cl)c3)ccc2c1=O,0.0,4,0.9,-7
COc1ccc(NC(=O)c2ccc(S(=O)(=O)NCc3ccco3)cc2)cc1,0.0,4,0.1,10
Clc1cc2c(cc1CN1CCCC(c3ncncc3-c3ccncc3)C1)OCO2 (stereo unspecified),0.0,6,-0.1,6
Cc1ccccc1NC(=O)CSc1ccc(-c2ccccn2)nn1,-1.9,2,-3.7,38
Brc1cccc(C2CC(c3ccccc3)n3nnnc3N2)c1 (stereo unspecified),-0.1,10,3.4,-6

# Continuation.
Compound,FBW7 act,TEAD-YAP inh,GPR151 ag,MITF primary
COc1ccc(C2CC(=O)C3=C(C2)Nc2ccccc2NC3c2ccc(OC)c(OC)c2)cc1 (stereo unspecified),-0.2,-5,0.8,-2
CCOc1ccc(C2=NN3C(C2)c2cccc(OC)c2OC32CCC(C)CC2)cc1 (stereo unspecified),0.0,-5,1.6,4
CCCn1cnc2sc(C(=O)NCCc3ccc(OC)c(OC)c3)c(C)c2c1=O,0.1,4,1.0,10
O=C(CC1C(=O)NCCN1Cc1cccc(Oc2ccccc2)c1)NCCN1CCCC1 (stereo unspecified),-0.2,5,-1.1,-4
Cn1c(O)c(N=NC(=O)CNC(=O)c2ccco2)c2ccccc21,0.1,-9,0.7,-2
CCOc1cc(C2C(C(=O)OCc3ccccc3)=C(C)NC3=C2C(=O)CC(C)(C)C3)cc(Br)c1O (stereo unspecified),0.1,-1,1.9,3
CCCCCOC(=O)C1=C(C)NC2=C(C(=O)CCC2)C1c1coc2ccccc2c1=O (stereo unspecified),0.2&0.4,5&1,0.1&0.7,-12&-16
NC(=O)CNC(=O)Cc1c(Cl)cccc1Cl,-0.1,-7,-0.7,4
CCOC(=O)CNC(=O)c1cc2cc3ccc(C)cc3nc2s1,-0.3,-2,-0.6,-6
O=C(CCn1nc(-c2ccc(Cl)cc2)ccc1=O)NCCN1CCCCCC1,-0.1,1,3.0,-5
O=C(NCCSCc1ccccc1)c1ccc(F)cc1,0.0,2,2.5,-1
Cc1cc(C)cc(N(CC(=O)NC2CCCCC2)C(=O)CNC(=O)c2cccs2)c1,0.2,-23,-0.7,12
O=C(CSCc1ccc(Cl)cc1)Nc1ccc(Br)cc1C(=O)O,0.3,-2,0.5,10

# Complete entries as entered above. Values in the order: FBW7 act	TEAD-YAP inh	GPR151 ag	MITF primary
# Entry for CCCCCOC(=O)C1=C(C)NC2=C(C(=O)CCC2)C1c1coc2ccccc2c1=O (stereo unspecified) → 0.2&0.4	5&1	0.1&0.7	-12&-16
# Entry for CCN1CCN(Cc2c(O)ccc3c(C)c(-c4ccc(OC)cc4)c(=O)oc23)CC1 → 0.0	-1	1.2	6
# Entry for COc1ccc(C(=O)Nc2sc3c(c2C#N)CCCC3)cc1S(=O)(=O)N1CCOCC1 → 0.1	5	0.0	0
# Entry for CCCCCn1c(SCc2ccccn2)nc2cc(C(=O)NCc3cccc(Cl)c3)ccc2c1=O → 0.0	4	0.9	-7
# Entry for CCOC(=O)CNC(=O)c1cc2cc3ccc(C)cc3nc2s1 → -0.3	-2	-0.6	-6
